Source: PubChem
sPLA2-III inh – Inhibits HGIII-sPLA2 liposome hydrolysis, primary screen | Q9NZ20 | QFRET BODIPY PC-A2 liposome hydrolysis, fluorescence | inhibition, % at 12.2 µM | 0.56% of 370,000 active;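 active = inhibition above mean plus 3 SD of compounds lying within the high and low control bounds, cut at about 19% in these data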;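 also: 0% = median of test compound wells and 100% = no enzyme DMSO wells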
Target sequence (Q9NZ20 whole entry, looked up): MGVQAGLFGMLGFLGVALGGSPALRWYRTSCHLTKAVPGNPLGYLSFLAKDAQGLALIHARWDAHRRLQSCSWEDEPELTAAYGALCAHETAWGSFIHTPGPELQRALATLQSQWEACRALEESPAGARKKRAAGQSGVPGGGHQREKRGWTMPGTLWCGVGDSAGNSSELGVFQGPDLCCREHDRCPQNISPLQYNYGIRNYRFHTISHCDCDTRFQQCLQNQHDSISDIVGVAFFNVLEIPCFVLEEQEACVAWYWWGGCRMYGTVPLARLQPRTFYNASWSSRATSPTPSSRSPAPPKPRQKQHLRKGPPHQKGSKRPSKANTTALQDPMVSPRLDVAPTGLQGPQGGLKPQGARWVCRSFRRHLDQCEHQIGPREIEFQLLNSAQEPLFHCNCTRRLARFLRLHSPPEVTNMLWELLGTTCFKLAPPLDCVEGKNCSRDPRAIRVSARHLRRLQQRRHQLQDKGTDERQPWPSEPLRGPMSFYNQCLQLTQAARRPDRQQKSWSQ
SMARCA2 activ – activators of SMARCA2 function | MG213 cells, MMTV-luciferase reporter, dexamethasone, overnight | activation, % at 9.1 µM | 1% of 370,000 active; in the data active = activation above about 7.8%;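 also: 0% = vehicle wells and 100% = reference activator wells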
ssDAF12 agonist – activators of S. stercoralis DAF-12 nuclear receptor; AID 652126; activation, % at 6.8 µM; HEK293 ssDAF-12/GRIP1 lit1-tk-luc reporter, luminescence; % of 3 µM dafachronic acid response; 1% of 370,000 active;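 active = activation above the mean over all tested compounds plus 3 SD, cut at about 0.9% in these data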;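 also: 0% = DMSO-only wells and 100% = 3 µM delta7-dafachronic acid wells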
NPR1 activator – GC-A (human) enzyme activation; HEK293 GC-A cells, cGMP TR-FRET, EC30 ANP; 0% at EC30 ANP, 100% saturating ANP; activation, % at 10 µM; 0.14% of 370,000 active; in the data active = activation above about 40%
DAX1 inh-1 – NR0B1 (DAX1) inhibition; P51843; HEK293 Gal4-DAX1 luciferase reporter, luminescence; inhibition, % at 6.75 µM; 0.99% of 340,000 active; AID 504766;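 active = inhibition above the mean over all tested compounds plus 3 SD, cut at about 4.2% in these data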;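 also: 0% = DAX1-transfected cells with DMSO and 100% = empty-vector control cells with DMSO; inhibition shows as a rise in luminescence from relieved DAX1 repression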
Target sequence (P51843 207-470 limits assumed): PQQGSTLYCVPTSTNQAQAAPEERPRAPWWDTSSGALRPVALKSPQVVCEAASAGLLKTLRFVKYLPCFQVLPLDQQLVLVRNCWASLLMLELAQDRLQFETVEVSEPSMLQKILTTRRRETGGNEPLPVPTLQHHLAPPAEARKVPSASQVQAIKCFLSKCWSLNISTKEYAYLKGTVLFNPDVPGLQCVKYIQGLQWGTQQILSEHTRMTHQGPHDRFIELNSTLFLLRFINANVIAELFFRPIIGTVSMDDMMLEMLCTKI
FXN GAA850 act – activators of GAA850 frataxin (FXN) promoter. HEK293 lucGAA850 FXN promoter luciferase reporter, 24 h; percent of 10 µM SAHA response. activation, % at 6 µM. 0.56% of 360,000 active. AID 540364;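 active = activation above the average of all compounds screened plus 3 SD, cutoff fixed separately per campaign, cut at about 7.5% in these data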;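 also: 0% = DMSO wells and 100% = 10 µM SAHA wells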
hgDAF12 agonist – hgDAF-12 agonism, primary luciferase screen. HEK293 GAL4-hgDAF12 UAS-luciferase reporter, agonist luminescence; normalized to butyrate control. 1.8% of 370,000 active. activation, % at 6.8 µM. AID 687014;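 active = activation above a cutoff set at the mean of all screened compounds plus 3 SD, cut at about 10% in these data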;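 also: 0% = DMSO wells and 100% = sodium butyrate wells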
proKLK7 act – activators of human kallikrein-7 zymogen; P49862; purified proKLK7, EDANS-DABCYL substrate fluorescence; 100% is mature enzyme control, 0% vehicle; activation, % at 7 µM; 0.9% of 370,000 active;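 active = activation above the mean of all tested compounds plus 3 SD, computed per campaign excluding outliers beyond control limits, cut at about 13% in these data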
Target sequence (P49862 whole entry, looked up): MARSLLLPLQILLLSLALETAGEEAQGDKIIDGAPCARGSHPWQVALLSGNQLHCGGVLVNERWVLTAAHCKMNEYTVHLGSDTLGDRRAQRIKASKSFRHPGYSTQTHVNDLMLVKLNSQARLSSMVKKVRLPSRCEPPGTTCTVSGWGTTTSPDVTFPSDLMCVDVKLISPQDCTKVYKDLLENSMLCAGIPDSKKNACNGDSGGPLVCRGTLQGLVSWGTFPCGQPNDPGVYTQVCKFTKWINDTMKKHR
GC-B act – GC-B (human) receptor activation | AID 1920062 | 0.11% of 370,000 active | P20594 | activation, % at 10 µM | HEK293-GC-B cells, CNP EC30, cGMP TR-FRET; 0% at EC30 CNP, 100% saturating CNP;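 active = activation at 10 µM reaching about 35% in either raw or pattern-adjusted values, limit read from the data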
DAX1 inh-2 – blocks DAX1 repression of SF-1 activated StAR promoter. AID 652010. 1.1% of 370,000 active. inhibition, % at 6.8 µM. HEK293T StAR-luciferase reporter, SF-1/DAX-1 repression relief;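 active = inhibition above the mean over all tested compounds plus 3 SD, cut at about 3.6% in these data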;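 also: 0% = DAX-1 cells with DMSO and 100% = cells lacking DAX-1 with DMSO; higher inhibition means more luminescence from relief of DAX-1 repression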
hcDAF12 agonist – activates DAF-12 receptor from parasite H. contortus; 1.4% of 370,000 active; activation, % at 6.8 µM; HEK293 hcDAF-12 lit1-tk-luc reporter, luminescence; 0% DMSO, 100% Δ7-dafachronic acid;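 active = activation above the mean of all tested compounds plus 3 SD, cut at about 5.5% in these data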;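 also: 100% = response to 3 µM Δ7-dafachronic acid high control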
Active calls of the source: *; x = not tested or not shown.

SMILES	sPLA2-III inh	SMARCA2 activ	ssDAF12 agonist	NPR1 activator	DAX1 inh-1	FXN GAA850 act	hgDAF12 agonist	proKLK7 act	GC-B act	DAX1 inh-2	hcDAF12 agonist
Cc1cc(Br)ccc1NC(=O)CNC(=O)CN(C)Cc1nc2ccccc2c(=O)[nH]1	25*	0	-1.3	-2	0.7	-2.1	2.1	0.4	-5	1.1	-0.4
CC(CC(=O)NCc1ccc(Cl)cc1)c1ccccc1 (stereo not given)	-6	-2	-1.8	-2	1.5	2.2	0.0	0.1	2	0.3	0.0
COc1ccc2[nH]c3c(c2c1)CCN1C(=O)N([C@@H](C)C(=O)NCc2c(F)cccc2Cl)C(=O)[C@]31C	-29	-1	-2.1	-13	-2.5	-5.5	-2.0	0.5	-27	0.1	-2.8
O=c1ccc2cc3c(-c4ccccc4)coc3cc2o1	-10	0	-1.1	0	-0.1	0.6	0.4	-8.2	3	-0.5	-1.4
COC(=O)[C@@H]1CCCN1Cc1nc(Cc2ccc(OC)c(OC)c2)no1	12	-6	-1.0	5	-0.3	-0.4	-2.2	-0.1	-5	1.3	-1.6
COC(=O)c1sccc1NC(=O)Nc1ccc(F)cc1	5	-2	-0.5	1	-0.1	-0.7	0.9	0.2	0	0.6	-1.2
COC(C(=O)Nc1ccc(Br)cc1F)c1ccccc1 (stereo not given)	2	0	-1.7	3	1.3	-0.4	-0.6	-0.2	3	-0.7	-0.8
CCn1c(O)c(N=NC(=O)Cn2ccc(C(F)(F)F)n2)c2ccccc21	-13	-4	-2.1	1	1.4	1.3	2.9	-0.6	-2	-0.6	-1.4
Cc1cc(C(F)(F)F)n(-c2nc(C(=O)Nc3cccnc3)cs2)n1	0	0	-2.8	3	-1.3	-2.3	-0.6	0.0	2	-1.1	-1.8
Cc1ccc(Cl)cc1NC(=O)CCS(=O)(=O)c1ccc2c(c1)n(C)c(=O)c(=O)n2C	0	-2	-1.2	-2	0.3	-0.8	1.2	0.1	2	0.8	-0.9
Cc1ccc2nc(NCc3ccco3)c(C=NCc3ccco3)c(=O)n2c1	15	-2	-1.2	0	0.5	0.3	-0.6	0.3	5	0.7	1.3
CCOC(=O)c1cccc(-n2c(C)nc3ccccc3c2=O)c1	3	-2	-0.6	2	-0.4	2.2	1.4	-0.2	0	-0.4	-1.7
Cn1c(-c2ccccc2)cc2ccccc21	8	-4	-0.9	-8	0.0	0.0	-0.9	-1.0	-1	0.0	-0.1
Cc1cc(C(=O)COC(=O)c2cc(Cl)c(O)c(Cl)c2)c(C)n1C	-2	-3	-1.2	-2	-1.0	0.7	-0.8	0.2	1	0.5	-1.3
Cc1ccc(S(=O)(=O)N2C3CCCCC3O[C@H]2CC(=O)c2ccccc2)cc1 (stereo not given in full)	-2	-4	-0.7	-2	x	x	2.4	-0.4	-4	-0.1	-1.3
Cc1cc(C)cc(OCC(=O)NCc2nc(-c3ccccc3)no2)c1	-13	-5	-1.6	2	-0.8	-0.1	2.0	0.3	-1	0.5	-1.2
O=C(N/N=C/C(Br)=C/c1ccccc1)NC1CCCCC1	-31	4	-1.5	4	-1.1	9.8*	1.6	0.2	6	0.2	0.8
CC#CCCCC(=O)Nc1ccccc1C(=O)O	0	2	-0.2	-3	1.4	1.5	2.0	0.7	-1	0.4	1.4
Cc1ccc(CSc2nc3ccncc3[nH]2)cc1	-14	0	1.4*	3	-4.0	2.1	18*	0.0	0	13*	11*
O=C(CSc1nnc(-c2cccs2)n1Cc1ccco1)c1ccc2c(c1)OCO2	-36	0	-1.5	-2	0.1	-2.3	-0.3	0.0	1	-0.4	-2.3
Cc1cc(C)c(C(=O)/C=C/c2ccco2)c(=O)[nH]1	-3	0	-1.2	0	-0.6	0.7	1.1	0.7	4	-0.1	0.4
Cc1nc(N2CCOCC2)nc2c1CCCC2	1	2	-1.2	2	0.0	2.5	0.9	0.3	-3	0.5	-2.1
Cc1ccc(C2C(C(=O)c3cc4ccccc4o3)=C(O)C(=O)N2CCN(C)C)o1 (stereo not given)	-6	1	-0.6	-1	1.1	1.7	0.3	3.0	4	0.1	1.2
COc1cc(OC)cc(C(=O)N[C@H](C(=O)OCC(=O)N2CCN(S(=O)(=O)c3ccc(C)cc3)CC2)C(C)C)c1	-9	-1	-1.1	-4	0.4	1.9	0.5	0.6	-3	-0.2	-2.1
CCCC(=O)N1c2ccc(-c3csc(N)n3)cc2CC1C (stereo not given)	9	13*	-0.2	-3	0.5	6.8	8.9	1.4	0	2.0	0.8
Cc1cc(C(=O)COC(=O)COc2ccc(C#N)cc2)c(C)n1C1CC1	4	0	-1.3	-1	-0.4	1.5	0.8	0.7	0	1.2	0.5
CCOC(=O)C(=N/O)/C(C)=N/NC(=O)C(=O)Nc1ccc(Cl)cc1	-29	-5	-1.2	2	1.1	0.1	-0.6	-0.7	-2	-0.4	0.3
Clc1ccc(Oc2nnnn2-c2ccccc2)cc1	4	3	-1.2	3	-0.4	-1.3	3.0	-0.8	4	-0.3	-0.5
CCOC(=O)C1(Cc2ccccc2)CCN(Cc2cnc(N3CCOCC3)s2)CC1	3	-3	-1.9	1	-1.0	-0.5	-4.0	0.1	4	-1.1	-1.2
O=C(CCN1CCCCC1)Nc1cccc(Br)c1	-3	3	-0.5	0	-0.5	1.0	-0.6	0.1	0	-0.3	0.0
Cc1c(C=Nc2ccc(S(=O)(=O)CCO)cc2)c(O)[nH]c(=O)c1C#N	5	-4	-0.9	3	0.4	0.9	0.0	0.8	3	0.0	-0.7
Cc1ccc2c(c1)N(C(C)C(=O)NCc1cccs1)C(=O)CO2 (stereo not given)	1	1	-1.3	4	1.1	-1.1	1.0	0.2	2	-0.1	0.8
CN(C)S(=O)(=O)c1cccc2c1C(=O)c1ccccc1C2=O	-1	-1	-1.2	3	2.4	1.9	-2.2	1.3	7	0.5	-1.3
O=C(Cn1ccc([N+](=O)[O-])n1)NCc1cccnc1	9	-2	-1.0	4	-0.9	-0.7	-1.7	0.0	3	0.2	-1.3
O=C(NCc1ccco1)c1cc(=O)c2ccccc2o1	0	0	-1.3	3	0.3	1.9	0.4	-0.3	4	1.0	-1.2
O=C(N/N=C/c1cc(Br)cc(Br)c1O)c1cccc(N2CCCC2=O)c1	28*	-3	-1.5	-10	-1.5	-1.5	-2.3	-2.2	-9	-0.9	-1.7

The final 6 compounds of the part above lead into the next:
SMILES	sPLA2-III inh	SMARCA2 activ	ssDAF12 agonist	NPR1 activator	DAX1 inh-1	FXN GAA850 act	hgDAF12 agonist	proKLK7 act	GC-B act	DAX1 inh-2	hcDAF12 agonist
Cc1c(C=Nc2ccc(S(=O)(=O)CCO)cc2)c(O)[nH]c(=O)c1C#N	5	-4	-0.9	3	0.4	0.9	0.0	0.8	3	0.0	-0.7
Cc1ccc2c(c1)N(C(C)C(=O)NCc1cccs1)C(=O)CO2 (stereo not given)	1	1	-1.3	4	1.1	-1.1	1.0	0.2	2	-0.1	0.8
CN(C)S(=O)(=O)c1cccc2c1C(=O)c1ccccc1C2=O	-1	-1	-1.2	3	2.4	1.9	-2.2	1.3	7	0.5	-1.3
O=C(Cn1ccc([N+](=O)[O-])n1)NCc1cccnc1	9	-2	-1.0	4	-0.9	-0.7	-1.7	0.0	3	0.2	-1.3
O=C(NCc1ccco1)c1cc(=O)c2ccccc2o1	0	0	-1.3	3	0.3	1.9	0.4	-0.3	4	1.0	-1.2
O=C(N/N=C/c1cc(Br)cc(Br)c1O)c1cccc(N2CCCC2=O)c1	28*	-3	-1.5	-10	-1.5	-1.5	-2.3	-2.2	-9	-0.9	-1.7
Nc1ccc(O)c([N+](=O)[O-])c1	8	5	-0.7	-4	-0.4	1.0	-1.6	0.1	-7	0.5	0.3
CCCCCCN1C[C@@H](O)[C@H](n2cc(C3CC3)nn2)C[C@@H]1c1ccc(C)cc1	0	1	-0.8	-3	0.8	0.8	0.1	-0.1	-8	1.6	-1.2
O=C(NC1CCCCC1)C(c1ccc(Cl)cc1)N(C(=O)c1cnccn1)c1ccc2c(c1)OCO2 (stereo not given)	7	-3	-1.1	-13	-0.6	5.7	1.6	0.7	-4	0.8	-1.1
OC[C@H]1O[C@@H](Oc2ccc3cc(Br)ccc3c2)[C@H](O)[C@@H](O)[C@H]1O	7	-2	-1.3	1	0.6	0.1	-2.2	0.3	1	-1.1	-1.1
O=C(Nc1ccc(F)cc1)N(CCCN1CCOCC1)Cc1cc2cc3c(cc2[nH]c1=O)OCCO3	2	3	-0.4	-1	1.1	-1.5	3.3	1.1	0	-0.4	-1.3
Cc1cc(C)n2cc(CSCc3ccccc3)nc2n1	-1	1	-1.5	1	0.2	1.1	-2.6	14*	1	-0.4	-1.7
NS(=O)(=O)c1ccc(NC(=O)CCC(=O)c2cccs2)cc1	-2	0	-1.2	-7	-0.7	1.8	0.3	-0.8	3	0.5	-0.7
CCOC(=O)N1CCN(C(=O)CS(=O)(=O)Cc2nc(-c3ccccc3C)oc2C)CC1	-24	0	-1.6	-2	-1.5	1.5	0.8	-0.1	1	-1.1	-2.8
O=C(OCCc1cc2ccccc2c(=O)o1)N1CCOCC1	7	1	-0.6	1	1.3	2.4	3.1	0.1	4	0.1	-0.3
COc1ccccc1OCCOc1ccc(/C=C2\C(=N)N3N=C(S(C)(=O)=O)SC3=NC2=O)cc1	-6	0	-1.3	-5	1.1	1.4	4.1	-0.6	1	-0.9	2.2
O=C(COC(=O)C1CCN(C(=O)c2ccc(Cl)cc2)CC1)c1ccco1	3	-3	-0.7	1	-0.9	-0.1	-2.0	-0.4	3	-0.3	-1.1
CC1CCN(C(=O)c2ccc(CNc3c(N4CCCC4)c(=O)c3=O)cc2)CC1	0	-3	-2.2	1	1.7	2.2	-2.0	0.4	3	0.0	-2.2
CCN(CC(=O)NCc1ccc(Cl)cc1)C(=O)CCC(=O)c1ccc(C)cc1	-5	3	-0.9	-7	-0.2	-0.3	0.2	-0.4	-7	-2.0	-0.2
CCC(C)(C)N1CC(=O)N(Cc2ccccc2)C(c2ccc(OC)cc2)C1=O (stereo not given)	10	-3	-1.2	-5	-1.0	0.6	-2.0	0.6	-7	-0.1	-1.1
COc1ccc(-c2noc(CCCc3ccccc3)n2)cc1OC	-5	6	-0.6	1	2.5	0.4	0.2	0.2	-2	-0.4	-1.5
Cc1nc2ccccc2c2oc(C(=O)NCCN3CCN(C)CC3)cc12	-5	0	-1.5	6	2.5	1.7	12*	-0.2	-7	0.2	-0.4
Cc1ccsc1C(=O)C1CCCN(Cc2cn(C)nc2-c2ccccc2)C1 (stereo not given)	7	-1	-0.7	-10	-0.4	0.0	-1.5	-0.3	-5	-1.0	-0.9
